# NCOA1 inh: inhibitors of human steroid receptor coactivator 1 (SRC1); inhibition, % at 3.6 µM; AID 588354; actives 0.12% (n = 360,000); Q15788; HEK293 GAL4-SRC1 luciferase reporter, luminescence;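 active means inhibition above the campaign mean plus 3 SD, with each screening campaign given its own cutoff, cut at about 60% in these data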;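 further: 0% = DMSO treated cells and 100% = gossypol at 36 µM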
# SRC2 inh: inhibits human steroid receptor coactivator 2. Q15596. HEK293 GAL4-SRC2 luciferase reporter, luminescence. inhibition, % at 9 µM. actives 0.17% (n = 370,000);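 active means inhibition above the mean inhibition of all tested compounds plus 3 SD, set per campaign, cut at about 52% in these data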;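 further: 0% = DMSO treated cells and 100% = cells given Gossypol at 36 µM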
# LRH-1 inv ag: inverse agonists of human LRH-1 (NR5A2); HEK293T StAR-luciferase reporter, LRH-1 transfected, 24 h; inhibition, % at 3.6 µM; actives 0.13% (n = 360,000); O00482;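 active means inhibition above the mean inhibition of all tested compounds plus 3 SD, cut at about 73% in these data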;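 further: 0% = DMSO wells and 100% = reporter-only cells lacking LRH-1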
# TROY NFkB inh: blocks TROY-dependent signaling in reporter cells; inhibition, % at 10 µM; Q293 LMP1-TROYcd NF-kB luciferase reporter, 4 h; AID 1347056; actives 0.98% (n = 360,000);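 active means compounds whose plate-normalised and pattern-corrected inhibition of the luciferase reporter signal at the single screening dose is 50% or more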
# C8 TRAIL sens: sensitizes caspase-8 expressing cells to TRAIL | NB7+C8 cells + TRAIL, ATPlite viability luminescence | inhibition (viability loss, TRAIL sensitization), % at 10 µM | actives 1% (n = 360,000);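 active means compounds causing at least 50% loss of cell viability in the single-dose screen, relative to plate controls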
# CF NFkB inh: inhibitors of cystic fibrosis induced NF-kB | KKLEB NF-kB-GFP reporter, PAF-induced, GFP fluorescence overnight | inhibition, % at 5 µM | actives 0.86% (n = 360,000) | AID 588850;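 active means at least 50% inhibition at 5 µM, scaled per plate between neutral and stimulator controls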;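 further: PAF is a Pseudomonas aeruginosa culture filtrate used as stimulus; plate controls were PAF-stimulated DMSO wells for no effect and unstimulated DMSO wells for full effect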
# KKLEB cytotox: CF airway cell cytotoxicity counter-screen; actives 0.36% (n = 360,000); AID 602141; KKLEB CF airway cells viability, ATPlite luminescence, overnight; hits give low values; cells stimulated with P. aeruginosa culture filtrate; activity change (cytotoxicity), % at 5 µM;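 active means corrected activity change at or below -50% at 5 µM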
# COUP-TFII inh: NR2F2 (human) inhibition, primary screen. inhibition, % at 8.6 µM. HEK293T NGFI-A luciferase reporter, luminescence. actives 0.7% (n = 370,000). AID 686940. P24468;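 active means inhibition above a per-plate cutoff, mean inhibition of test wells between control levels plus 3 SD, cut at about 38% in these data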;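 further: cells cotransfected with COUP-TFII expression vector driving the NGFI-A reporter; 0% = median of COUP-TF2 test wells and 100% = reporter-only cells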
# SRC3 inh: inhibitors of human steroid receptor coactivator 3 (SRC3) | AID 588352 | HEK293 GAL4-SRC3 luciferase reporter, luminescence | inhibition, % at 3.6 µM | Q9Y6Q9 | actives 0.17% (n = 360,000);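 active means inhibition above a per-campaign cutoff, the mean of all compounds plus 3 SD, cut at about 60% in these data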;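 further: 0% = DMSO-treated cells and 100% = gossypol-treated cells at 36 µM; higher means less SRC3-driven luciferase light from the GAL4 reporter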
# Target sequence (Q9Y6Q9 whole entry, looked up, the tested form may be a part): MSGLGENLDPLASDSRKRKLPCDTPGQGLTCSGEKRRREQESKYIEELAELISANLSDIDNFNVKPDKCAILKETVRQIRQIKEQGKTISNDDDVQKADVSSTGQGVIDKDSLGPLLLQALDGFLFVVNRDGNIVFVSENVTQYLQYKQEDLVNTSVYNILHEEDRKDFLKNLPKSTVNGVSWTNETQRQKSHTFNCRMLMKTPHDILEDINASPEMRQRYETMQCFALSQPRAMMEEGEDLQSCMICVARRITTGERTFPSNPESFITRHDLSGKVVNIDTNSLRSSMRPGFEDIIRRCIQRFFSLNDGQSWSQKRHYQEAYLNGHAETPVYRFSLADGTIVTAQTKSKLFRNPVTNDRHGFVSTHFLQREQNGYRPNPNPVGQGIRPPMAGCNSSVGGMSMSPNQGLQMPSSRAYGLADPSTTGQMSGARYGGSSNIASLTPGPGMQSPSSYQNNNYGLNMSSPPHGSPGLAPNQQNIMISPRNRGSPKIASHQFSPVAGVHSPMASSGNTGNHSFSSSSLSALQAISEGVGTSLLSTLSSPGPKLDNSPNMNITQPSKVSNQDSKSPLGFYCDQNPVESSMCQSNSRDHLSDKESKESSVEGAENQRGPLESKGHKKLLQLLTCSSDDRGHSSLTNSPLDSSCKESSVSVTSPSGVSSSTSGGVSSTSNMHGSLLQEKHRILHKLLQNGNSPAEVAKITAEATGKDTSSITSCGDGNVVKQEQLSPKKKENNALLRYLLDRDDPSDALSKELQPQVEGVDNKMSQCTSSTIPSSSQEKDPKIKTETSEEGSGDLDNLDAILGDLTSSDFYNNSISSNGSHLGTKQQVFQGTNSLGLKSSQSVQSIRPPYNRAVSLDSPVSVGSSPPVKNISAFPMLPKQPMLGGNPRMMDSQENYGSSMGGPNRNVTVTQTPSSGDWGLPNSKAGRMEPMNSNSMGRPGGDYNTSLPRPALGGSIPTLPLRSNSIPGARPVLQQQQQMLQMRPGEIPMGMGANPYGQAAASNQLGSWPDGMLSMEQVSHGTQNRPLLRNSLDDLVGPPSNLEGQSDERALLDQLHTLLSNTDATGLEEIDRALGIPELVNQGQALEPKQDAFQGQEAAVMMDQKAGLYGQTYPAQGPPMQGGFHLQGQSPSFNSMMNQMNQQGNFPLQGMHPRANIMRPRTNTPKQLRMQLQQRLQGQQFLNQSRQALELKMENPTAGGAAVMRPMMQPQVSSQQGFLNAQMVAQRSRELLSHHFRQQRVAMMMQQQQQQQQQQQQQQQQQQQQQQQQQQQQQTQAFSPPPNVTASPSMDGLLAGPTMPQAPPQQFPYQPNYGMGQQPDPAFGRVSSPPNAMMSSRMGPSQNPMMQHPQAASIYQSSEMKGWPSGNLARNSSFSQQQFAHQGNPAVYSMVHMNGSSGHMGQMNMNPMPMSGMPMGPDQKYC
# EBV LMP1 NFkB: Epstein-Barr LMP1 NF-kappaB reporter inhibition. LMP1-induced NF-kappaB luciferase reporter cells, luminescence. inhibition, % at 12.5 µM. actives 0.69% (n = 350,000). AID 504558; in the data active means inhibition above about 41%;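 further: 0% = neutral control wells and 100% = reference inhibitor control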
# TWEAK-Fn14 inh: blocks TWEAK-Fn14 interaction in a reporter cell assay; TWEAK-stimulated Fn14 reporter cells, luciferase luminescence, 8 h; AID 1159606; inhibition, % at 10 µM; actives 2% (n = 360,000); in the data active means inhibition above about 50%
# Starred values were filed as active, the others as inactive; x = not tested or not shown. Compounds as they come; 4.2% or so of the library scored in one or more.
entry | smiles | EBV LMP1 NFkB | TROY NFkB inh | TWEAK-Fn14 inh | C8 TRAIL sens | NCOA1 inh | SRC2 inh
1 | COCCn1cnnc1SCC(=O)Nc1cc(OC)c([N+](=O)[O-])cc1C | -2 | -8 | -1 | -2 | -2 | -4
2 | Cc1oc(-c2ccc(F)cc2F)nc1CN1CCN(C(=O)c2ccco2)CC1 | 4 | -14 | -44 | 9 | 0 | -34
3 | Cc1ccc(OCC(=O)Nc2cc(S(=O)(=O)N3CCOCC3)ccc2N2CCCC2)cc1 | -1 | 5 | 10 | 8 | 17 | -8
4 | COc1ccc(C2CC(c3ccccc3Br)=NN2c2ccc(S(N)(=O)=O)cc2)cc1 (stereo unspecified) | 8 | 19 | 22 | 11 | 8 | 1
5 | COC(=O)c1ccc2nc(-c3ccc(OC)c(OC)c3)c(Cc3ccccc3)n2c1 | x | 16 | -3 | -4 | -3 | -17
6 | CCOC(=O)c1ccc(NC(=S)NCCc2ccccc2)cc1 | -2 | 9 | 2 | 0 | -15 | 2
7 | COc1ccc(CCN2CC(C(=O)NCCCc3ccncc3)CCC2=O)cc1 (stereo unspecified) | 5 | 7 | -3 | 10 | -9 | -1
8 | O=S(=O)(Nc1nc2ccccc2nc1N1CCc2ccccc2C1)c1ccc(Br)cc1 | -14 | 14 | 78* | 61* | -128 | -51
9 | Cc1ccc2c(CC(=O)N(CC3CCCO3)c3c(N)n(Cc4ccccc4)c(=O)[nH]c3=O)coc2c1 (stereo unspecified) | -17 | 1 | -10 | -1 | -2 | -21
10 | CCOC(=O)c1cc(NC(=O)c2ccc(C)cc2)c(=O)oc1-c1ccccc1 | 0 | 0 | -3 | 0 | -2 | -3

entry | KKLEB cytotox | CF NFkB inh | LRH-1 inv ag | SRC3 inh | COUP-TFII inh
1 | 0 | -6 | 0 | 1 | -4
2 | 6 | -8 | -4 | -12 | 15
3 | 2 | 5 | 15 | -10 | 9
4 | 0 | 21 | 9 | -4 | 8
5 | -7 | -8 | 14 | -20 | -6
6 | -7 | 4 | -24 | 8 | -8
7 | 10 | -19 | 17 | -5 | -19
8 | -8 | -40 | -164 | -56 | -39
9 | 14 | 2 | -2 | -11 | -1
10 | 14 | -2 | -6 | -5 | 1

# Next section (three carried over from the part before).
entry | smiles | EBV LMP1 NFkB | TROY NFkB inh | TWEAK-Fn14 inh | C8 TRAIL sens | NCOA1 inh | SRC2 inh
8 | O=S(=O)(Nc1nc2ccccc2nc1N1CCc2ccccc2C1)c1ccc(Br)cc1 | -14 | 14 | 78* | 61* | -128 | -51
9 | Cc1ccc2c(CC(=O)N(CC3CCCO3)c3c(N)n(Cc4ccccc4)c(=O)[nH]c3=O)coc2c1 (stereo unspecified) | -17 | 1 | -10 | -1 | -2 | -21
10 | CCOC(=O)c1cc(NC(=O)c2ccc(C)cc2)c(=O)oc1-c1ccccc1 | 0 | 0 | -3 | 0 | -2 | -3
11 | CN(Cc1ccccc1)C(=O)c1cccc(NC(=O)Cc2ccc(NC(=O)C3CCCN(C(=O)c4ccccc4)C3)cc2)c1 (stereo unspecified) | -3 | 10 | 6 | -1 | -11 | 18
12 | Cc1ccc(C)c(C2NC(=O)c3ccccc3N2)c1 (stereo unspecified) | 3 | 14 | 29 | 33 | 14 | -2
13 | CCn1c(=O)cc(OCC(=O)N2CCCC2)c2ccccc21 | 0 | 1 | 0 | -3 | -28 | 2
14 | COCCNC(=S)Nc1ccc(N2CCOCC2)c(S(=O)(=O)Nc2ccccc2OC)c1 | 5 | -6 | -6 | 14 | -15 | 9
15 | COc1ccc(-n2ncc3c(NCC(C)C)ncnc32)cc1 | 7 | 31 | 50* | 49 | -90 | -57
16 | CC(NC(=O)C1C2C=CC(C2)C1C(=O)O)c1ccccc1 (stereo unspecified) | -4 | 19 | 5 | -12 | -12 | -18
17 | CC(C)CNC(=O)c1cccc2c(-c3cccc(C(N)=O)c3)coc12 | x | -1 | -3 | -24 | -28 | -62
18 | CNC(=S)N1CCN(c2ccccc2OC)CC1 | 4 | 3 | 5 | -14 | 11 | 7
19 | OC(CN1C2=NCCCN2c2ccccc21)c1ccc2c(c1)OCO2 (stereo unspecified) | -6 | -5 | 23 | -4 | -1 | -1
20 | COc1cc(OC)cc(C(=O)N[C@H](C(=O)OCC(=O)NC(=O)c2cccn2C)C(C)C)c1 | 1 | 13 | 3 | -14 | -10 | -8

entry | KKLEB cytotox | CF NFkB inh | LRH-1 inv ag | SRC3 inh | COUP-TFII inh
8 | -8 | -40 | -164 | -56 | -39
9 | 14 | 2 | -2 | -11 | -1
10 | 14 | -2 | -6 | -5 | 1
11 | -2 | 11 | -48 | -22 | 7
12 | 4 | 9 | 16 | -1 | 20
13 | 6 | -43 | 0 | 13 | -41
14 | -12 | 12 | -15 | -5 | -16
15 | -4 | -25 | -119 | -53 | -36
16 | -28 | 5 | -27 | 9 | 23
17 | 10 | -1 | -20 | -38 | -21
18 | -6 | -25 | -8 | 7 | 0
19 | -1 | -8 | 3 | 14 | -5
20 | 6 | -8 | -19 | 5 | 5

# As entered above.
# Result of compound 14 in CF NFkB inh: 12
# Result of compound 3 in EBV LMP1 NFkB: -1
# Result of compound 12 in SRC2 inh: -2

# Shown as a hit in TWEAK-Fn14 inh (from the list above):
entry	SMILES	EBV LMP1 NFkB	TWEAK-Fn14 inh	NCOA1 inh	SRC2 inh	CF NFkB inh	LRH-1 inv ag	SRC3 inh	COUP-TFII inh
8	O=S(=O)(Nc1nc2ccccc2nc1N1CCc2ccccc2C1)c1ccc(Br)cc1	-14	78*	-128	-51	-40	-164	-56	-39
15	COc1ccc(-n2ncc3c(NCC(C)C)ncnc32)cc1	7	50*	-90	-57	-25	-119	-53	-36

# Other entries follow:
entry | smiles | EBV LMP1 NFkB | TROY NFkB inh | TWEAK-Fn14 inh | C8 TRAIL sens | NCOA1 inh | SRC2 inh
21 | O=C1C(Br)=Cc2cccc3cccc1c23 | -5 | -17 | -21 | 28 | 5 | 0
22 | CCCCN1C(=O)C(CC(=O)NCCCN(C)C)CC(C(=O)N(CC)CC)=C1C (stereo unspecified) | 3 | 5 | -25 | -7 | 2 | 10
23 | Cc1nc([N+](=O)[O-])cn1CC(O)c1ccccc1 (stereo unspecified) | 1 | -7 | 0 | -9 | -18 | -3
24 | COc1ccc(-c2c(-c3cc(OC)cc(OC)c3)n(C)c3ccc(Br)cc23)cc1 | -6 | 0 | -13 | 5 | -2 | 8
25 | CSC1=NCCN1C(=O)c1cccs1 | -4 | -31 | -9 | -1 | -5 | -6
26 | COc1ccc(Cl)cc1NC(=O)CN(C)CC(=O)Nc1ccc(S(N)(=O)=O)cc1 | 1 | -6 | 22 | 3 | -16 | 20
27 | C=CCNC(=O)COc1ccc(Br)cc1Cl | 0 | -45 | 9 | 12 | -83 | -23
28 | O=C(COC(=O)c1ccc[nH]c1=O)Nc1ccc(N2CCCCC2)cc1 | 46* | 56* | 88* | 29 | 51 | 87*
29 | Nc1nc(NC2CCCC2)cc(=O)[nH]1 | 5 | -4 | 5 | -8 | -5 | 2
30 | CCn1cc(/C=C(/C#N)S(=O)(=O)c2ccccc2)cn1 | 3 | 13 | 0 | -1 | -2 | -6

entry | KKLEB cytotox | CF NFkB inh | LRH-1 inv ag | SRC3 inh | COUP-TFII inh
21 | -10 | -95 | 1 | 9 | -14
22 | -6 | 5 | -15 | -14 | 14
23 | 3 | -8 | 0 | 10 | 24
24 | -12 | 25 | 6 | 12 | -24
25 | -2 | -7 | 16 | 4 | -30
26 | -1 | 4 | 14 | 9 | -1
27 | 5 | -18 | -41 | -49 | -19
28 | 0 | -1 | 48 | 50 | 86*
29 | 1 | 4 | 2 | -5 | 20
30 | 2 | -17 | -5 | 5 | -8

# Following part.
entry | smiles | EBV LMP1 NFkB | TROY NFkB inh | TWEAK-Fn14 inh | C8 TRAIL sens | NCOA1 inh | SRC2 inh
31 | O=C(CS(=O)(=O)c1cn(Cc2cccc(F)c2)c2ccccc12)N1CCOCC1 | -3 | 6 | -10 | 5 | 4 | 14
32 | Cc1c2cnn(CC(=O)NCCCN3CC(C)CC(C)C3)c(=O)c2c(C)n1Cc1ccccc1Cl (stereo unspecified) | -4 | -5 | 8 | -7 | -10 | -13
33 | COc1cc(NC(=O)c2ccc(Br)o2)c(C(=O)O)cc1OC | 5 | 3 | 2 | 11 | 1 | -3
34 | O=C(Nc1ccccc1Cl)OCC#CCOC(=O)Nc1ccccc1Cl | 7 | -9 | -18 | 0 | -18 | -7
35 | Fc1cccc(F)c1/C=N/N1CCOCC1 | 0 | -7 | -5 | -5 | -3 | 8
36 | Cc1ccc(C)c(OCCC(=O)OCC(=O)NC2CC2)c1 | -5 | 1 | 2 | -5 | 7 | 6
37 | CCCCNC(=O)CSc1nc2cc3c(cc2c(=O)n1Cc1ccco1)OCO3 | 3 | 17 | 17 | -6 | -3 | -1
38 | CCCOc1cccc(-c2cc(C(=O)NN)c3ccccc3n2)c1 | 8 | -14 | -5 | 26 | -3 | 6
39 | CC1(C(=O)NC2CCCC2)CCC(=O)N1CCC1=CCCCC1 (stereo unspecified) | -4 | 3 | 0 | 1 | 9 | -4
40 | CCCCCCNC(=O)CCNC(=O)c1cc(OC)c(OC)c(OC)c1 | -2 | 16 | 6 | -3 | -8 | -11

entry | KKLEB cytotox | CF NFkB inh | LRH-1 inv ag | SRC3 inh | COUP-TFII inh
31 | 10 | 6 | -13 | 2 | -13
32 | -8 | 16 | -6 | 17 | -13
33 | 1 | 3 | 18 | 28 | 3
34 | -7 | -7 | 25 | -2 | 14
35 | -2 | -3 | 8 | 10 | 2
36 | -4 | 18 | 2 | 15 | -3
37 | 4 | -32 | -7 | 9 | 6
38 | 3 | -12 | -4 | 7 | -2
39 | -2 | -9 | 3 | 1 | 14
40 | 0 | -7 | -8 | 5 | -23

# Screens as filed in PubChem BioAssay.
